# A549 viability: A549 cytotoxicity, counter-screen for Nrf2 inhibitors; A549 ARE-Fluc cells, CellTiter-Fluor viability, 18-24 h; Potency, µM (series often up to 46 µM), without a hit: at the highest dose activity change, negative = cytotoxicity, most hits filed as inhibitors; 0.16% of 390,000 active; further: potency means the concentration at half of the fitted maximal effect; on the % scale 0 is the no-effect control and ±100 the full control effect
#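 A549 ARE-Fluc cells in 5% FBS OPTI-MEM, 5000 cells/well, rested 2 h then exposed to compounds in concentration-response for 18-24 h at 37 °C. Viability by CellTiter-Fluor fluorescence (Ex 405/Em 525) after 30 min; luciferase luminescence (BugLite, 15 min, RT) read afterwards.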
# MCF10A rerep: inducers of DNA re-replication in MCF 10A breast cells; MCF 10A DNA re-replication, Hoechst nuclear intensity, 48 h; Potency, µM (series often up to 46.1 µM), for inactives: at the highest dose activity, positive = re-replication, hits mostly activators; 2.9% of 350,000 active; further: potency means the concentration at half of the fitted maximal effect; % of control where 0% means no effect; nearly all actives have a fitted effect of over 50% in size
# IL1B secr inh: inflammasome signaling inhibition, IL-1 beta readout. activity change, % at 57.5 µM. THP-1 LPS/ATP IL-1B secretion, AlphaLISA, 16 h; hits give low values. 4.7% of 360,000 active; in the data active means activity change below about -50%; inconclusive means mostly about -30% to -49%; further: on the % scale 0 is the no-effect control and ±100 the full control effect
#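 Secreted IL-1B measured by AlphaLISA bead assay after 16 h compound exposure of THP-1 cells; compounds (final up to 57.5 uM) added 1 h before LPS (250 ng/mL) and ATP (1.25 mM) stimulation; lower signal means less secretion.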
# Nrf2 ARE act: activates Nrf2 signaling | 0.31% of 410,000 active | Potency, µM (doses to about 46.1 µM), without a hit: top-dose activation, most hits filed as activators | AID 624171 | AREc32 ARE-luciferase reporter (MCF7-derived line), luminescence, 24 h; further: potency means the concentration at half of the fitted maximal effect; % of control where 0% means no effect; nearly all actives have a fitted effect of over 65% in size
#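 AREc32 cells carrying an ARE-driven firefly luciferase reporter were seeded at 1000 cells/well in OPTI-MEM with 5% FBS, then exposed to compound for 24 hr at 37 deg C. Luminescence was read with Steady-Glo after 30 min at RT.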
# HepG2 viability: HepG2 cytotoxicity, counter-screen for TGF-b inhibitors; Potency, µM (highest dose often 46.1 µM), inactives show at the highest dose activity change, negative = cytotoxicity, usual class: cytotoxic; 0.76% of 410,000 active; AID 588856; HepG2 CAGA-GFP viability, ATP luminescence, 18 h; further: potency means the concentration at half of the fitted maximal effect; some results filed as inactive show a strong effect at the top dose
#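 HepG2 CAGA-GFP cells (1000/well, DMEM with 1% FBS) received compound, then TGF-beta at 500 pg/mL final, and were incubated 18 hours at 37 degrees C. Viability was read by CellTiter-Glo luminescence. Media-only wells were set as complete cell-killing and DMSO as no toxicity.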
# TGFb inhibitor: TGF-b pathway inhibition. HepG2 CAGA-GFP TGF-b/SMAD3 reporter, GFP fluorescence, 18 h; TGF-beta stimulated, 500 pg/mL final. Potency, µM (highest dose often 46.1 µM), without a hit: top-dose activity, negative = inhibition, actives largely listed as inhibitors. 1.2% of 410,000 active. AID 588855; further: potency means the concentration at half of the fitted maximal effect; on the % scale 0 is the no-effect control and ±100 the full control effect; nearly all actives have a fitted effect of over 65% in size
#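 Cell-based qHTS in HEPG2 carrying a CAGA-GFP Smad reporter; compounds added before 500 pg/mL final TGF-beta, 18 h incubation at 37 degrees C, GFP fluorescence quantified per cell by imaging cytometry.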
# ATXN viability: viability counter-screen for ATXN expression inhibitors; S2 cells (HEK-293 line with an ATXN2-luciferase reporter) viability, CellTiter-Fluor protease fluorescence, 24 h; Potency, µM (top dose mostly 56.7 µM), hits mostly cytotoxic; 0.49% of 400,000 active; further: potency means the concentration at half of the fitted maximal effect; nearly all actives have a fitted effect of over 40% in size
# Nrf2 inh: blocks Nrf2 signaling. A549 ARE-Fluc reporter, luciferase luminescence, 18-24 h. Potency, µM (titrated, usually from 46 µM), without a hit: top-dose activity change, negative = inhibition, most hits filed as inhibitors. 2.1% of 360,000 active. AID 504444; further: potency means the concentration at half of the fitted maximal effect; on the % scale 0 is the no-effect control and ±100 the full control effect; nearly all actives have a fitted effect of over 60% in size
#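 Two sequential reads on A549 ARE_Fluc cells exposed to compound for 18-24 h: a CellTiter-Fluor fluorescence read for viability, then a luciferase luminescence read for Nrf2/ARE activity.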
# ATXN2 expr inh: inhibitors of ATXN2 expression. HEK-293 ATXN2-luciferase reporter, luminescence, 24 h. Potency, µM (series often up to 57 µM), inactives show at the top dose activity change, negative = inhibition, actives largely listed as inhibitors. 0.72% of 360,000 active. AID 1745845; further: potency means the concentration at half of the fitted maximal effect; on the % scale 0 is the no-effect control and ±100 the full control effect; nearly all actives have a fitted effect of over 55% in size
#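 ATXN2-luciferase reporter cells (luciferase flanked by upstream and downstream ATXN2 gene portions) were treated 24 h at 37 °C with compounds at up to 57 uM. SteadyGlo luminescence gave expression; GF-AFC fluorescence gave viability.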
# Numbers without * were called inactive; i = inactive; u = inconclusive; x = not tested or not shown; & = joins results of further samples; [ ] = another dose, or the depositor's remark. Unless noted, the call rests on the fitted dose curve; in most records, active means well fitted curve in the direction sought with a large enough effect; inconclusive means small, poorly fitted or top-dose-only effect, or another doubt; inactive means no such curve, though single readings can be large; an effect the other way counts as inactive or inconclusive.
SMILES,A549 viability,MCF10A rerep,IL1B secr inh,Nrf2 ARE act,HepG2 viability,TGFb inhibitor,ATXN viability,Nrf2 inh,ATXN2 expr inh
O=C(NC1CCCC1)c1ccc2c(c1)N(Cc1ccc(F)cc1)CCS2,-2%,9%,-14,-0.3%,-32%,u,u,-21%,x
CCCc1nc2c(C)cc(-c3nc4ccccc4n3C)cc2n1Cc1ccc(-c2ccccc2C(=O)O)cc1,-6%,-19%&1%,6,-0.4%,12%,0%,i,u,3%&7%&10%
O=C(NC12CC3CC(CC(C3)C1)C2)N1CCN(C(=O)C2CCCO2)CC1 (stereo not given),2%,-28%,23,-0.1%,1%,-8%,i,-13%,-2%
COc1cc2c3nnc(-c4ccc(F)cc4)c-3cn(Cc3ccc(C)cc3)c2cc1OC,14%,u,13,-1.1%,11µM*,51%[activator],i,10%,18µM*
Cc1ccc2c(c1)cc(CN(Cc1ccco1)C(=O)N1CCOCC1)c1nnnn12,-1%,-1%,-10,7.6%,-11%,3%,i,u,-25%[11.3 µM]
CCOCCCNCC(=O)Nc1cc(S(=O)(=O)N2CCOCC2)ccc1N1CCOCC1,0%,-9%,-6,-0.5%,3%,6%,i,-6%,13%
Cc1oc(-c2ccccc2Cl)nc1CS(=O)(=O)CC(=O)NCCc1ccccc1,1%,0%,-10,0.1%,-14%,u,u,11%,-14%
CC(C)c1ccc(/C=C/C(=O)NC(=S)NN2CCOCC2)cc1,1%,3%,-1,8.1%,4%,-25%,i,-20%,-1%
COc1ccc(C2c3c(oc4ccc(F)cc4c3=O)C(=O)N2Cc2ccc3c(c2)OCO3)cc1 (stereo not given),0%,x,x,1.9%,-5%,14%,i,-16%,6%
Cn1c(SCC(=O)NCC2CCCO2)nc2scc(-c3ccccc3)c2c1=O (stereo not given),-2%,9%,11,0.3%,-26%,u,i,-19%,-4%
CC(=O)Nc1ccc(S(=O)(=O)NCC(=O)NNC(=O)COc2ccccc2Cl)cc1,12%,2%,7,-0.9%,5%,1%,i,1%,-3%
CC(C)C(NC(=O)C1(NC(=O)OCc2ccccc2)CCCC1)C(=O)O (stereo not given),2%,-2%,-9,-0.5%,1%,2%,i,-2%,16%
O=C(CSc1ccccn1)N1CCNC1=O,-7%,1%,1,0.5%,4%,6%,i,0%,3%
COCCNC(=S)NNC(=O)c1cccs1,0%,1%,16,-0.5%,7%,9%,i,-10%,2%
CC(OC(=O)c1cccc([N+](=O)[O-])c1)C(=O)NCc1ccc2c(c1)OCO2 (stereo not given),5%,-5%,-4,0.3%,-7%,3%,i,5%,-1%
O=c1[nH]c(-c2ccc(O)cc2)nc2scc(-c3cccs3)c12,2%,7.3µM*,-20,5.8%,-29%,-4%,i,u,38%
COc1ccc(Cl)cc1-c1nc(SCC(=O)NC(C)C(C)C)n[nH]1 (stereo not given),2%,-3%,32,3.9%,5%,5%,i,22%,0%
O=C(CSc1nnnn1-c1cccc2ccccc12)N1CCOCC1,-2%,8%,12,-1.0%,0%,5%,i,-3%,2%
NC(=O)CSC1=N/C(=C\c2ccco2)C(=O)N1c1ccc(OC(F)F)cc1,1%,0%,-9,u,50%,11%,i,1%,-22%
COC(=O)C1=C(C)NC2=C(C1c1ccc(O)cc1)S(=O)(=O)c1ccccc12 (stereo not given),-1%,10%,-11,3.2%,5%,5%,i,x,6%
COC(=O)C1=C(O)/C(=C\c2ccc(OCC(=O)Nc3ccccc3OC)cc2)N=C1C,6%,0%,0,4.3%,2%,22%,i,-4%,7%
CCOC(=O)[C@]12CCC=C1N(CCC1=CCCCC1)C(=O)[C@H](CC(=O)NCc1cccc3ccccc13)C2,x,x,-15,11%,x,x,i,x,-5%
Cc1cc(Nc2ccc(F)cc2)n2nc(C)nc2n1,-5%,14%,-4,-0.1%,-16%,1%,i,-2%,5%
CCOC(=O)C(CC)n1cnc2c(nnn2-c2cccc(OC)c2)c1=O (stereo not given),2%,1%,38,0.0%,-24%,-28%,i,10%,8%
OCCC1CN(Cc2cnn(-c3ccc(F)cc3)c2)CCN1Cc1ccsc1 (stereo not given),7%,u,9,5.4%,-11%,-1%,i,7%,-30%
O=C(CC12CCC(CC1)C2)NCc1ccc2c(c1)OCO2,5%,14%,16,1.5%,-30%,6%,i,u,33%[activator]
CC(=O)Nc1ccc(S(=O)(=O)Nc2ccc(S(=O)(=O)Nc3ncccn3)cc2)cc1,5%,-1%,2,0.0%,4%,-1%,i,12%,1%
CN(CC(=O)Nc1ccc(Cl)c(Cl)c1)C1CCCCC1,6%,29%,-10,3.4%,-44%,u,i,8%,-14%
COc1cccc(NC(=O)CSc2nnnn2C2CCCCC2)c1,-1%,13%,-8,2.9%,-12%,13%,i,-26%,2%
Cc1cc(C)c(NC(=O)CSc2cn(CC(=O)N3CCOCC3)c3ccccc23)c(C)c1,2%,x,x,0.5%,-15%,0%,x,-5%,x
CCC(O)C(C)(C)C (stereo not given),4%,2%,9,0.3%,-8%,-8%,i,-21%,-6%
COc1cc(CC(=O)N(c2ccccc2)c2nc(C)cs2)cc(OC)c1OC,1%,10%,11,2.4%,0%,-6%,i,-20%,28%
CN(Cc1ccccc1)c1nc2c(S(=O)(=O)c3cccc(Cl)c3)nnn2c2ccsc12,2%,x,x,-0.4%,-21%,-5%,i,u,6%
COc1ccc(-n2ncc3c2CC(C)(C)CC3NC(=O)C2=CC(=O)CC(C)(C)O2)cc1 (stereo not given),-20%,0%,-12,-0.5%,0%,2%,i,-24%,11%
CCOC(=O)c1ccc(NC(=O)CCc2c(C)nc3c(-c4ccc(F)cc4)c(C)nn3c2C)cc1,-8%,x,x,0.5%,2%,-1%,i,6%,-6%
COc1cccc(C(=O)Nc2ccc(S(=O)(=O)N3CCCCC3)cc2)c1OC,-15%,u,i,0.6%,-27%,-10%,i,u,-18%
CCN1C[C@@H]2[C@@H]3C(=O)N(Cc4ccccc4)C(=O)[C@@H]3[C@](CC)(C1=O)N2C(=O)c1ccc(F)cc1,-2%,-1%,14,0.4%,3%,-12%,i,1%,7%
CC#CC(=O)NC1CCCN(C2Cc3ccccc3C2)C1 (stereo not given),-7%,1%,-12,0.2%,-7%,7%,i,2%,x
CCn1cc(C(=O)N2CCN(Cc3ccc4c(c3)OCO4)CC2)c(=O)c2ccc(C)nc21,-3%,u,-6,-0.7%,-13%,-12%,i,-22%,4%
Cc1ccc(NC(=O)COC(=O)CN2CCSC2=O)cc1F,x,x,5,-0.4%,1%,-13%,u,x,x
CCC1CCCCN1C(=O)CSc1nnc(-c2ccco2)o1 (stereo not given),-2%,-5%,-3,0.4%,-13%,-23%,i,u,11%
CCc1ccccc1NC(=S)NCC1CCN(c2ccc(OC)cc2)C1 (stereo not given),11%,u,-7,5.1%,-4%,u,i,u,x
CCCN(CC(=O)Nc1ccccc1OC)C(=O)c1ccc(S(=O)(=O)Nc2ccccc2OC)cc1,-13%,4%,-15,-0.1%,-9%,-11%,i,u,-8%
CCc1ccc(NC(=S)Nc2ccc3[nH]c(=O)[nH]c3c2)cc1,0%,0%,-15,0.4%,-28%,-1%,i,2%,24%
O=C(Cc1coc2cc3c(cc12)CCC3)NCC1(N2CCCCC2)CCCCC1,3%,9%,-82*,3.1%,-11%,-7%,i,u,1%[11.3 µM]
COc1ccccc1C(=O)Oc1ccc2ccc(=O)oc2c1,1%,-13%,-13,3.3%,2%,4%,i,-5%,2%
COc1ccc(C(=O)N[C@H](C(=O)NCC2CCCCC2)C(C)C)cc1,-8%,-3%,-2,-0.4%,9%,-4%,u,5%,9%
Clc1ccc(C=NN2CCCCCC2)cc1,0%,2%,-4,3.7%,-15%,-1%,i,u,40%[activator]
CC1(c2ccccc2)NC(=O)N(Cc2ccc([N+](=O)[O-])cc2)C1=O (stereo not given),0%,-2%,-3,1.3%,-2%,-20%,i,-5%,-9%
COc1ccc(OC)c(NC(=O)C2CCCN2C(=O)NC2CCCCC2)c1 (stereo not given),-4%,-35%[inhibitor],9,0.0%,5%,4%,i,3%,-4%
# Additional results:
SMILES,A549 viability,MCF10A rerep,IL1B secr inh,Nrf2 ARE act,HepG2 viability,TGFb inhibitor,ATXN viability,Nrf2 inh,ATXN2 expr inh
O=C(CN1C(=O)NC2(CCCC2)C1=O)Oc1ccc2ccc(=O)oc2c1,1%,-6%,-19,0.4%,-2%,-6%,x,2%,x
CN(C)c1ccc(NC(=O)Nc2cccc(Cl)c2)cc1,-22%,-2%,u,0.2%,2%,14%,i,u,68%[activator]
CCOC(=O)c1cnn2cc(-c3[nH]ncc3[N+](=O)[O-])cnc12,-14%,-3%,8,-0.4%,23%,-4%,i,-12%,19%
Cc1ccc2c(=O)cc(C(=O)Nc3ccc(S(=O)(=O)N4CCCC(C)C4)cc3)oc2c1C (stereo not given),11%,x,x,-0.8%,1%,4%,i,5%,12%
Oc1[nH]c2ccccc2c1N=Nc1ccc(F)cc1,-9%,-1%,-7,14%,7%,176%[activator],i,u,100%[activator]
